# Screening results from PubChem.
# PfHsp90 yeast 2 = inhibits growth of yeast expressing Plasmodium falciparum Hsp90. hit rate 0.32% among 310,000. inhibition, % at 9.4 µM. S. cerevisiae expressing PfHsp90, BacTiter-Glo ATP, 48 h; yeast lacking PDR1 and PDR3 efflux regulators. AID 504621;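 active means every replicate shows inhibition above about 80%, whatever the replicate mean, limit read from the data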;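 further: 0% = DMSO neutral controls and 100% = 20 µM radicicol positive controls; yeast relying on Plasmodium falciparum Hsp90 in place of its own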
# PKA-R2B activ = activates the human PKA-R2B holoenzyme complex. P22694+P31323. PKA-R2B holoenzyme dissociation, Cy5-IP20 fluorescence polarization; R2B truncated from residue 108, S112A mutant; 0% DMSO only, 100% 113 µM cGMP. activation, % at 11.4 µM. hit rate 0.079% among 340,000. AID 504700;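 active means activation above a cutoff set at the mean over all compounds plus 3 SD, cut at about 18% in these data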;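 further: higher means more holoenzyme dissociation and a rise in polarization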
# phage Ecoli inh = E. coli growth loss with phage present; hit rate 0.26% among 360,000; growth absorbance; inhibition, % at 11.9 µM; in the data active means inhibition above about 11%
# Ecoli viability = counter-screen for AddAB inhibitors: E. coli growth inhibition; E. coli V3065 growth, OD600 absorbance, 18 h; inhibition, % at 11.9 µM; hit rate 0.27% among 330,000;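 active means inhibition above the campaign's mean inhibition across all tested compounds plus 3 SD, cut at about 9.9% in these data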;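 further: uninfected addAB+ strain grown without phage in ampicillin broth; 0% = DMSO wells and 100% = ciprofloxacin 0.95 µg/ml wells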
# AddAB inh = less growth of phage-infected E. coli with AddAB. inhibition, % at 11.9 µM. hit rate 0.29% among 330,000. AID 435030. E. coli expressing H. pylori AddAB, absorbance growth; in the data active means inhibition above about 12%;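 further: 0% = vehicle wells of infected cells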
# OPRM1-OPRD1 inv = inverse agonist of human OPRM1-OPRD1 heterodimerization. hit rate 0.21% among 340,000. AID 504357. inhibition, % at 9.3 µM. cell-based MOR-DOR heterodimer luminescence, inverse agonism. P35372+P41143; in the data active means inhibition above about 22%, passing the limit was not always enough;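 further: 0% = cells with DMSO and 100% = wells without cells with DMSO; values of inactives mirror those of a sister screen read the other way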
# Target sequence (P35372 whole entry, looked up): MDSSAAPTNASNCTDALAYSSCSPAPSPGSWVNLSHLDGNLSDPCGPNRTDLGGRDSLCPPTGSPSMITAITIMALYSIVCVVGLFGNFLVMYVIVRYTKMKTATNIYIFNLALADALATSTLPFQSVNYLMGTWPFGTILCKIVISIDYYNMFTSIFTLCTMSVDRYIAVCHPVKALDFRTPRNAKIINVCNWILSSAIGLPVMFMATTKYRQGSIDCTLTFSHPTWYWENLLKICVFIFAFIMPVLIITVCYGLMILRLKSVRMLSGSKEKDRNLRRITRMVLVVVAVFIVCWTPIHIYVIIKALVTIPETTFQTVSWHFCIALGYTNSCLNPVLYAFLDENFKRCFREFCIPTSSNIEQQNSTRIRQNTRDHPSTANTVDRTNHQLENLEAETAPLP
# Target sequence (P41143 whole entry, looked up): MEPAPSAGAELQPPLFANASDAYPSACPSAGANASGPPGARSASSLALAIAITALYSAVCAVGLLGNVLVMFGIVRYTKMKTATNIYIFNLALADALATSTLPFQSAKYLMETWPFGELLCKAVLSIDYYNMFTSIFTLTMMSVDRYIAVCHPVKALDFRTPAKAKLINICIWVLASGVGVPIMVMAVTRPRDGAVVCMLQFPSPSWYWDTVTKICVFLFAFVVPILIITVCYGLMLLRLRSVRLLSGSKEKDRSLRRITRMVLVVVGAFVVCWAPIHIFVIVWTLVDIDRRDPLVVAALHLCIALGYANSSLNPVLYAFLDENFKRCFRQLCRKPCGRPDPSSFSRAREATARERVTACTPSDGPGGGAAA
# Tat export inh = E. coli Tat transport inhibition | E. coli MC4100 TorA-mCherry Tat export, fluorescence | inhibition, % at 10 µM | hit rate 0.036% among 340,000 | AID 488895;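 active means mean replicate inhibition at least 50% and at least half of replicates individually reaching 50%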;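 further: exported cargo escapes ClpAP degradation while cytoplasmic cargo is degraded and loses fluorescence; 0% = median of neutral control wells and 100% = median of NaSCN control wells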
# PKA-R1A activ = PKA-R1A complex activation | AID 504707 | PKA-R1A dissociation, Cy5-IP20 fluorescence polarization; scaled: DMSO 0%, 113 µM cGMP 100% | hit rate 0.083% among 340,000 | P00514+P68181 | activation, % at 11.4 µM;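 active means percent activation above the mean of all tested compounds plus 3 SD, cut at about 19% in these data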;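 further: higher means more PKAc released from R1A so a rise in polarization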
# HTR5A inv ag = counter-screen for OPRM1-OPRD1 inverse agonists: human HTR5A inverse agonism; HTR5A cell line, luminescence; inhibition, % at 9.3 µM; hit rate 0.083% among 340,000; AID 504634; in the data active means inhibition mostly above about 23%, no sharp cut-off; inactive means mostly below about 18%;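 further: 0% = cells with DMSO and 100% = no-cell wells with DMSO; some compounds called inactive have numbers as strong as hits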
# MOR-DOR ag = OPRM1-OPRD1 heterodimerization agonism; activation, % at 9.3 µM; cells, luminescence; P35372+P41143; AID 504326; hit rate 0.3% among 340,000; in the data active means activation above about 18%;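 further: 0% = vehicle-treated cells and 100% = reference agonist; values of inactives mirror those of a sister screen read the other way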
# Mot1-301 SUMO = blocks SUMOylation pathway, rescuing yeast Mot1-301 growth; S. cerevisiae Mot1-301 growth rescue, ATP luminescence, 38.5C; percent above DMSO median, 100 means doubled; growth rescue, % at 18.8 µM; hit rate 1% among 320,000; AID 2716;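 active means every valid replicate shows activation above 250% relative to neutral control wells; inactive means the rest, any valid replicate at or below 250%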;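 further: OY570 slx delta 5 strain wells were the positive control but not used for scaling; some compounds called inactive have numbers as strong as hits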
# An asterisk follows results filed as active; i = inactive; . = not tested or not shown. Compounds as they come. About 2.2% of those tested had a hit in this group.
SMILES,PfHsp90 yeast 2,PKA-R2B activ,phage Ecoli inh,Ecoli viability,AddAB inh,OPRM1-OPRD1 inv,Tat export inh,PKA-R1A activ,HTR5A inv ag,MOR-DOR ag,Mot1-301 SUMO
O=C(CSc1nnc2n(C3CCCC3)c(=O)c3ccccc3n12)N1CCCCCC1,.,4,1.1,-0.7,-1.1,-9,10,-6,-23,1.6,-13
Nc1nc(NCCOCCO)nc(NC2CCCCC2)c1[N+](=O)[O-],-5,2,1.8,0.0,1.9,-7,-12,-2,-7,1.6,4
COc1ccc(/C(O)=C2/C(=O)C(=O)N(c3ncccn3)C2c2ccc(OC)c(OC)c2)cc1 (stereo not drawn),-10,-2,-4.1,0.0,4.0,18,-1,11,9,-3.9,11
Cc1nc(C/C(=N\Nc2ccccc2)c2ccc(O)cc2O)cs1,-10,1,2.0,2.4,3.6,12,7,-3,12,-2.3,59
Cc1ccc(CS(=O)(=O)c2cn(CC(=O)N3CCOCC3)c3ccccc23)cc1,-109,3,2.0,2.1,0.6,16,-4,-18,15,-5.0,-5
Cc1ccc(C(=O)COC(=O)CCNS(=O)(=O)c2ccccc2F)cc1,-26,6,5.6,2.2,1.3,-10,-3,-3,3,2.3,10
O=C1OC(c2ccc(Cl)cc2)/C(=C(/O)c2ccccc2)C1=O (stereo not drawn),.,-8,0.3,0.2,0.4,8,-7,-2,-6,-1.6,6
CCN(CC)S(=O)(=O)c1ccc(N2CCOCC2)c(NC(=O)c2cc(=O)[nH]c3ccccc23)c1,14,-3,3.1,0.1,0.7,5,8,0,10,-0.9,98
C(=N\Nc1nn2cnnc2c2ccccc12)/c1ccco1,-3,9,2.1,4.1,3.1,13,-5,-8,18,-2.9,.
O=C(/C=C/c1ccccc1)NC(N1CCOCC1)C(Cl)(Cl)Cl (stereo not drawn),8,-5,2.9,2.2,-1.2,-26,-1,-3,-11,3.6,-3
COc1cc(/C=C2\SC(=Nc3ccccc3)N(Cc3ccco3)C2=O)ccc1OC(C)C(=O)O (stereo not drawn),-8,5,1.5,-0.8,2.3,0,0,-2,-24,0.0,14
CCN(CC)c1ccc(S(=O)(=O)N2CCOCC2)cc1NC(=O)c1cc(=O)c2ccccc2o1,-21,10,0.7,-0.8,-1.3,1,-2,9,11,-0.2,12
CCCNC(=S)N1CCC(C(=O)c2ccc3c(c2)OCCO3)CC1,-12,-3,5.0,1.6,0.8,3,2,-6,-5,-0.6,.
COC(=O)c1n[nH]c2ccccc12,-26,-5,1.3,2.8,4.0,6,-3,1,4,-1.5,-13
Nc1nc(N)nc(COc2ccccc2)n1,12,-2,2.4,1.3,2.0,12,3,-3,-12,-2.3,-9
Cc1[nH]c2ccccc2c1C(=O)C(=O)N1CCN(c2ccccc2Cl)CC1,-28,-14,2.5,1.4,-0.8,-7,2,-6,6,1.3,-21
CCN(CC(=O)Nc1sc2c(c1C#N)CCC(C)C2)CC(=O)NC1CCS(=O)(=O)C1 (stereo not drawn),10,-3,0.8,-1.3,2.6,-2,-3,0,-20,0.3,-6
CCOc1ccc(OCCNC(=O)c2cc(C3CC3)nc3c2cnn3C(C)C)cc1,11,-10,1.3,.,.,-2,9,-3,15,0.4,.
COc1cc(OC)cc(C(=O)N[C@H](C(=O)OCn2nnc3ccccc3c2=O)C(C)C)c1,26,10,0.3,-0.8,1.0,9,-2,-2,-29,-1.9,36
CCOc1ccc(S(=O)(=O)Nc2nc3ccc(OC)cc3s2)cc1,-52,-11,2.4,-2.0,0.9,13,6,0,1,-3.1,-7
CC(=O)N1c2c(cc(Br)cc2S(=O)(=O)Nc2c(C)n(C)n(-c3ccccc3)c2=O)CC1C (stereo not drawn),11,11,3.8,0.8,2.8,18,-3,-5,2,-3.5,-5
Cc1cc(OCC(=O)N(C)C2CCCCC2)ccc1Cl,1,8,3.0,0.4,6.3,15,6,-4,1,-3.0,69
COc1cc(OC)nc(NC(=O)CSc2nc3ccccc3o2)n1,10,-12,4.0,-1.5,0.7,-31,4,6,-8,5.6,-10
O=C(CCn1nnc2ccccc2c1=O)NCC1CCC(C(=O)O)CC1 (stereo not drawn),3,-4,2.7,-0.7,1.9,7,-2,7,19,-1.4,-2
c1ccc(-c2cc(-c3ccccc3)n3ncnc3n2)cc1,18,-1,0.5,0.5,-0.5,8,-2,-11,-8,-1.5,.
CC(C)=Cc1c(O)nc2ccccn2c1=O,-6,9,2.5,-0.5,2.4,15,-10,0,0,-2.6,-6
CC(C)OC(=O)CN1CCN(c2ccc(Cl)cc2)CC1,14,-14,0.9,1.3,1.0,-2,1,-5,27,0.3,21
CCOC(=O)N1CCN(C(=O)CSCc2ccc(Cl)cc2)CC1,-5,-2,-1.8,-2.4,2.2,-3,2,0,7,0.8,-2
Cc1ccc(OCC(=O)OCC(=O)N2c3ccccc3CC2C)cc1C (stereo not drawn),-14,2,3.4,-1.7,2.5,9,1,-4,-19,-2.3,59
OCCCCNCc1ccc(OCc2ccccc2)cc1,3,-7,3.6,1.4,4.2,-6,-23,0,10,1.4,31
S=C(Nc1ccccc1Cl)NC1CC2CCCC(C1)N2C1CC1 (stereo not drawn),29,-6,3.0,1.6,0.3,0,-5,-5,2,-0.1,.
O=C(O)c1csc(-c2ccc(Cl)cc2)n1,1,1,-1.0,1.7,5.2,6,-6,0,10,-1.1,-2
CC(Oc1ccc(Cl)cc1Cl)C(=O)NNC(=O)C(=O)N1CCCC1 (stereo not drawn),4,-3,-2.4,-1.9,-1.1,0,-3,2,-13,-0.1,-2
Cc1nc(SC(C)C(=O)c2c(N)n(C)c(=O)n(C)c2=O)c2c(C)c(C)sc2n1 (stereo not drawn),7,-8,1.2,-0.1,-1.0,8,-3,-2,-2,-1.2,-2
CCC(OC(=O)c1nsc(Cl)c1Cl)C(=O)NCc1cccs1 (stereo not drawn),-4,-7,1.5,-0.5,0.0,20,1,-5,-18,-3.2,-15
Cc1ccccc1NC(=O)CN1C(=O)NC2(CCc3ccccc32)C1=O (stereo not drawn),.,-5,-0.7,0.7,0.4,4,-1,-2,-3,-1.0,-2
O=C(NCC(=O)N1CCN(c2ccccc2O)CC1)c1ccccc1,16,-7,3.1,1.6,0.1,9,10,-8,-11,-1.8,i
CC(C)(C)NC(=S)NNC(=O)c1ccncc1,-44,-6,2.1,-0.1,1.3,19,-5,-9,7,-2.8,50
CCOc1ccc(NS(=O)(=O)c2ccc(C(=O)NCc3ccncc3)cc2)cc1,0,1,1.9,1.9,0.3,19,8,-1,-3,-3.6,18
Cc1ccc(NC(=O)CCSc2nnnn2-c2ccc3c(c2)OCO3)cc1C,5,2,1.7,0.9,3.8,-9,1,0,-9,1.9,6
O=C(c1ccc(Cl)cc1)N1CCC(O)(CSc2ccc(Cl)cc2)CC1,-12,-3,2.7,-2.0,3.7,-30,1,-8,-9,7.2,14
CCOC(=O)c1ccccc1N=Cc1c(O)c2ccccc2oc1=O,4,1,-2.0,-0.4,0.7,19,7,-8,-12,-4.0,-5
O=C(OCC(=O)N1CCc2ccccc2C1)c1ccc(OC(F)F)cc1,.,-11,2.2,2.5,3.0,16,-9,-13,-7,-3.8,6
COc1cc(NC(=O)C2CCCCC2)c(OC)cc1NC(=O)CCC(=O)NCc1ccco1,.,-7,4.7,0.8,2.6,14,-3,-2,18,-2.8,19
COc1ccc(CNC(=S)Nc2ccc3nc(N4CCOCC4)cc(C)c3c2)cc1,14,-5,2.0,2.5,0.4,-19,15,-2,1,3.0,241
COc1ccc(NC(=O)c2nc(S(=O)(=O)Cc3cccc(C)c3)ncc2Cl)c(OC)c1,-8,-8,3.5,1.1,3.9,35*,2,0,3,-6.8,84
c1ccc(Cc2nc3ccccc3[nH]2)cc1,1,2,3.6,2.2,1.1,6,-15,-11,-1,-1.2,-9
Cc1cc(=O)oc(C)c1C(=O)Nc1ccc(Cl)cn1,-8,5,0.8,-0.4,-1.4,2,2,-7,-9,-0.3,421*
Cc1c(C(=O)N2CCN(c3ccccc3F)CC2)sc2nc(-c3ccccc3)cn12,9,-6,3.9,0.3,1.5,10,-3,-5,-24,-1.9,14
COc1ccc(C(CNC(=O)c2cccc(S(=O)(=O)Nc3ccccc3OC)c2)N2CCCC2)cc1 (stereo not drawn),10,-11,2.8,-2.4,-0.7,16,-3,-11,2,-3.0,-4
CCOc1ccccc1N1C(=O)c2cccnc2C1=O,4,-9,0.5,0.9,1.8,11,3,9,-4,-2.0,-24
CC1CN(C(=S)Nc2ccccc2)C(C)CN1C=O (stereo not drawn),15,-2,2.1,.,.,13,7,-2,17,-2.7,.
Cc1ccc(C2CC(c3cccs3)=NN2C(=O)CSC2=NCCS2)cc1 (stereo not drawn),-10,-6,-1.8,0.5,4.0,12,6,-12,-6,-2.9,-12
Cc1cc(=O)n(CCO)c(O)c1C#N,.,-5,1.9,-3.2,-0.4,-3,-16,-6,-33,0.6,17
COc1cc2cc(CN(CCO)C(=O)c3cccs3)c(=O)[nH]c2cc1OC,.,-17,2.5,-0.5,-1.3,5,1,-7,-16,-0.9,-1

# A second format for part of the listing above:
canonical_smiles	PfHsp90 yeast 2	PKA-R2B activ	phage Ecoli inh	Ecoli viability	AddAB inh	OPRM1-OPRD1 inv	Tat export inh	PKA-R1A activ	HTR5A inv ag	MOR-DOR ag	Mot1-301 SUMO
COc1cc(NC(=O)C2CCCCC2)c(OC)cc1NC(=O)CCC(=O)NCc1ccco1	.	-7	4.7	0.8	2.6	14	-3	-2	18	-2.8	19
COc1ccc(CNC(=S)Nc2ccc3nc(N4CCOCC4)cc(C)c3c2)cc1	14	-5	2.0	2.5	0.4	-19	15	-2	1	3.0	241
COc1ccc(NC(=O)c2nc(S(=O)(=O)Cc3cccc(C)c3)ncc2Cl)c(OC)c1	-8	-8	3.5	1.1	3.9	35*	2	0	3	-6.8	84
c1ccc(Cc2nc3ccccc3[nH]2)cc1	1	2	3.6	2.2	1.1	6	-15	-11	-1	-1.2	-9
Cc1cc(=O)oc(C)c1C(=O)Nc1ccc(Cl)cn1	-8	5	0.8	-0.4	-1.4	2	2	-7	-9	-0.3	421*
Cc1c(C(=O)N2CCN(c3ccccc3F)CC2)sc2nc(-c3ccccc3)cn12	9	-6	3.9	0.3	1.5	10	-3	-5	-24	-1.9	14
COc1ccc(C(CNC(=O)c2cccc(S(=O)(=O)Nc3ccccc3OC)c2)N2CCCC2)cc1 (stereo not drawn)	10	-11	2.8	-2.4	-0.7	16	-3	-11	2	-3.0	-4
